M1 ag parental: M1 agonist counterscreen hit in parental CHO-K1 cells; Fluo-8 calcium fluorescence; scaled to maximal ATP response, vehicle zero; activation, % at 3 µM; 360,000 tested, 0.48% active; AID 602248; in the data active = activation above about 15%;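 also: untransfected CHO-K1 host cells lacking M1 receptor as counterscreen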
CHRM1 antagonist: blocks human M1 muscarinic receptor; P11229; CHO-K1 hM1, Fluo-8 calcium fluorescence, ACh EC80 antagonist; inhibition, % at 3 µM; 360,000 tested, 1.3% active; AID 588852;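 active = percent inhibition above its own plate's cutoff, namely the mean of that plate's compound wells plus 3 SD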;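 also: peak over basal fluorescence ratio during 140 s after agonist addition; 0% = ACh EC80 plus DMSO and 100% = DMSO alone without agonist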
Target sequence (P11229 whole entry, looked up): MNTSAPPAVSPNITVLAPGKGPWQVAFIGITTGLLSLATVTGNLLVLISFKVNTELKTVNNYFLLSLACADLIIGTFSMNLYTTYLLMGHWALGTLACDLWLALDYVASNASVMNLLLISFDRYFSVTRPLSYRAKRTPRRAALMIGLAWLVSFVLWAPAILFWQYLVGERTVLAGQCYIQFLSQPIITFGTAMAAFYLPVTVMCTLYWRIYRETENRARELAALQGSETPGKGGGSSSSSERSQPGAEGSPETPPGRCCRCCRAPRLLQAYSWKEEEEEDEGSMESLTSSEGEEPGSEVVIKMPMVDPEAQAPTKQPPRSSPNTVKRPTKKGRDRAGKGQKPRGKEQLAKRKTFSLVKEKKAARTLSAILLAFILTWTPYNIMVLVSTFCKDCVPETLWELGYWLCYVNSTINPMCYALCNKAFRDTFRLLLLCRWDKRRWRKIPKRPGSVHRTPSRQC
CHO-K1 Ca antag: counter-screen for M1 antagonists: effect in parental CHO-K1 cells; inhibition, % at 3 µM; ATP-induced calcium, Fluo-8 fluorescence; 360,000 tested, 0.6% active; AID 602250;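 active = inhibition above a per-plate cutoff, the plate's mean sample inhibition plus 3 SD, cut at about 24% in these data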;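 also: 0% = DMSO plus EC80 ATP and 100% = DMSO alone without ATP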
CHRM1 agonist: human M1 muscarinic receptor agonism. P11229. CHO-K1 hM1, Fluo-8 calcium fluorescence, agonist mode; 0% DMSO, 100% acetylcholine EC100. activation, % at 3 µM. 360,000 tested, 0.33% active;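 active = activation above the run's mean compound activation plus 3 SD, cut at about 16% in these data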;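 also: peak over basal fluorescence ratio within a 140 s kinetic read after compound addition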
M1 PAM: potentiates human M1 receptor response to acetylcholine; AID 588819; activation, % at 3 µM; 360,000 tested, 0.088% active; P11229; CHO-K1 hM1, Fluo-8 calcium fluorescence, ACh EC20; 0% = ACh EC20, 100% = maximal ACh; in the data active = activation above about 19%, passing the limit was not always enough
OXTR potentiate: potentiators of human oxytocin receptor | P30559 | CHO-OTR cells, Fluo-8 calcium fluorescence, potentiator mode; 0% = oxytocin EC15, 100% = EC100 | activation, % at 3 µM | 320,000 tested, 0.061% active;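 active = activation above that plate's cutoff, the mean activation of tested compounds plus 3 SD, cut at about 6.6% in these data, passing the limit was not always enough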;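 also: 100% uses oxytocin at 75 nM as the full agonist control; some results filed as inactive read as strong as hits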
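Replication – single well per compound, singlicate · Assay system – CHO cell line stably expressing human OTR · Timing – 6 min pre-incubation, 100 s read · Measure – normalized max/min fluorescence ratio, % activation · Doses – 3.0 µM, one dose · Detection – Fluo-8 calcium dye fluorescence · Probe or stimulus – oxytocin near EC15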
CHO parental Ca: counter-screen for OX1R antagonists: effect in parental CHO cells | parental CHO-K1, ATP-induced calcium, Fluo-8 fluorescence | inhibition, % at 5.6 µM | 330,000 tested, 0.63% active;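 active = inhibition above that plate's mean sample inhibition plus 3 SD, cut at about 26% in these data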;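 also: 0% = ATP-challenged DMSO wells and 100% = DMSO wells without ATP; some compounds past the cut are filed as inactive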
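Assay system: parental CHO cells; Read-out basis: percent inhibition of ATP-evoked calcium rise, normalized to controls; Benchmarks: ATP and no-ATP DMSO wells; Compound dosing: single nominal dose of 5.6 µM per compound; Signal: Fluo-8 calcium dye fluorescence; Also added: ATP as calcium-mobilizing challenge; Repeats: singlicate.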
M4 ag: agonists of human muscarinic M4 receptor (CHRM4); P08173; CHO-K1 hM4/Gqi5, Fluo-8 calcium fluorescence; vehicle 0%, full acetylcholine response 100%; activation, % at 3 µM; 360,000 tested, 0.14% active;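 active = activation above the run mean over all test wells plus 3 SD, cut at about 32% in these data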;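 also: peak over basal fluorescence ratio per well then scaled between controls; 0% = DMSO wells and 100% = acetylcholine at EC100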
Target sequence (P08173 whole entry, looked up): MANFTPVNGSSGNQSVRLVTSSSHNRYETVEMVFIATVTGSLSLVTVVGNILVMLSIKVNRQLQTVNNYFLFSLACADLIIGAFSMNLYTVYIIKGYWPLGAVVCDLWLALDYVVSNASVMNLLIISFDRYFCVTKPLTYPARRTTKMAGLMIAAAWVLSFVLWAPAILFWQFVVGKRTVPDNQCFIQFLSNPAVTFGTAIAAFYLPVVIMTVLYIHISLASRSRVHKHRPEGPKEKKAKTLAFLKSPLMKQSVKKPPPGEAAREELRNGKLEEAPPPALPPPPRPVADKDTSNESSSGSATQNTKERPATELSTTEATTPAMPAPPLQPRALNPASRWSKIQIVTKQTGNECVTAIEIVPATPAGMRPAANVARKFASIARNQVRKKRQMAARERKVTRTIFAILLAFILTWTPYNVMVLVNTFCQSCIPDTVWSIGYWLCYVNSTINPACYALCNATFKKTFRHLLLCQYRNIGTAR
CHRM4 antagonist: CHRM4 antagonism in calcium assay; CHO-hM4 cells, ACh EC80, Fluo-8 calcium fluorescence; inhibition, % at 3 µM; 360,000 tested, 0.73% active;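 active = inhibition above its plate's cutoff, the mean inhibition of sample wells plus 3 SD, cut at about 27% in these data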;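 also: 0% = acetylcholine EC80 with DMSO and 100% = DMSO without agonist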
* = called active by the depositor; / = no result given. Outcome played no part in choosing rows; overall some 2.9% were active at least once.

Each structure is followed by: M1 PAM	CHRM4 antagonist	CHRM1 antagonist	OXTR potentiate	M4 ag	CHO parental Ca	M1 ag parental	CHO-K1 Ca antag	CHRM1 agonist
COc1ccccc1N1CCN(CCCN2CC(=O)N3CCCCC3C2=O)CC1 (stereo not given)
    8	-1	-12	/	0	/	0.1	-14	-5
OCCSc1nc(-c2ccccc2)nc2c1CCC2
    8	1	-2	-9	1	-1	1.2	4	-8
CCOc1ccc2[nH]c(=O)c(CN(CCO)C(=O)c3ccc(Br)cc3)cc2c1
    -7	-7	18	2	17	-35	0.1	14	3
N#Cc1nc(-c2ccccc2)oc1N1CCCCC1
    0	8	-5	-5	-2	-11	0.0	3	-7
Cc1nc2c(cnn2CCO)c(=O)[nH]1
    10	-11	-5	/	1	/	-0.4	2	1
C=CC[N+](C)(C)CCN1C(=O)C2C(c3ccccc3)C=CC(c3ccccc3)C2C1=O (stereo not given)
    -1	-1	9	-7	1	-8	0.1	-2	-7
COc1ccc(Cl)cc1NC(=O)CN(C)C(=O)c1cccc(-n2cnnn2)c1
    -1	-11	2	-3	0	-7	0.5	-7	-5
CCC(C)[C@H](NC(=O)N1CCN(C)CC1)C(=O)OC (stereo not given in full)
    10	1	-4	-3	0	5	0.4	-5	-8
O=c1[nH]c(=S)ccn1C1OC(CO)C(O)C1O (stereo not given)
    3	-6	-6	-2	1	1	1.6	1	-3
CN1CCN(c2ccccc2NC(=O)c2ccccc2F)CC1
    7	-12	-12	-11	2	-24	1.8	-14	-7
O=C(c1ccccc1)c1cc([N+](=O)[O-])ccc1N1CCOCC1
    7	10	-1	-4	0	-6	0.6	-1	-8
CSc1nnnn1-c1c(C)cc(C)cc1C
    -6	0	17	-2	15	2	5.5	-1	-3
Oc1c(Br)cc(Br)cc1C=Nc1ccc2c(c1)OCCO2
    5	-3	-2	-4	1	-3	9.3	-2	-10
COc1ccc(/C=C/c2c([N+](=O)[O-])c(=O)n(C)c(=O)n2C)cc1
    8	-14	-4	4	1	-8	0.1	-13	-3
CCOC(=O)CSc1ncnc2c1sc1nc(N3CCOCC3)c3c(c12)CCCC3
    -4	-5	6	-5	0	-5	-0.7	34*	-3

Compounds listed so far that contain a nitro group on carbon (2):
Each structure is followed by: M1 PAM	CHRM4 antagonist	CHRM1 antagonist	OXTR potentiate	M4 ag	CHO parental Ca	M1 ag parental	CHO-K1 Ca antag	CHRM1 agonist
O=C(c1ccccc1)c1cc([N+](=O)[O-])ccc1N1CCOCC1
    7	10	-1	-4	0	-6	0.6	-1	-8
COc1ccc(/C=C/c2c([N+](=O)[O-])c(=O)n(C)c(=O)n2C)cc1
    8	-14	-4	4	1	-8	0.1	-13	-3

Next part.
Each structure is followed by: M1 PAM	CHRM4 antagonist	CHRM1 antagonist	OXTR potentiate	M4 ag	CHO parental Ca	M1 ag parental	CHO-K1 Ca antag	CHRM1 agonist
Cc1cc(C(=O)NCc2nc(-c3ccccc3)no2)ccc1[N+](=O)[O-]
    4	-5	-10	-9	6	2	8.5	-17	-4
COc1cccc(CCc2nnc(CCC(=O)NCCc3cccc(C)n3)o2)c1
    -6	3	2	1	1	-24	0.2	16	-7
COc1ccc(C2(O)CN(c3ccccc3)C3=[N+]2CCS3)cc1OC (stereo not given)
    -4	0	11	-7	9	-5	2.5	-11	-5
Cc1ccc([N+](=O)[O-])c(C(=O)Nc2cccnc2Cl)c1
    6	0	3	-4	0	-11	-0.6	14	-2
CC1=CNC(=O)CC(C)(C)C1
    -9	-9	16	/	2	/	-0.2	-3	0
COc1cc(/C=C2/NC(=O)NC2=O)cc(Br)c1OCc1cccc(C(=O)O)c1
    1	4	4	-11	1	-9	-0.3	5	-3
CC(C)(O)CCCC(C)(O)c1ccc(C(=O)O)cc1O (stereo not given)
    2	-5	-1	3	0	-7	0.0	9	-3
CCOc1ccccc1NC(=S)N1CCN(c2ccccc2F)CC1
    1	-3	-1	/	1	/	0.9	2	-6
CCc1ccnc(NS(=O)(=O)c2ccc3c(c2)CCO3)c1
    9	-1	-10	5	1	-13	1.9	-10	-5
COC(=O)[C@H]1C[C@@]2(O)CN(S(=O)(=O)c3ccc(C)cc3)C[C@@]2(OC(=O)NCc2ccco2)C[C@H]1C(=O)OC
    5	-10	-4	/	0	/	0.8	-9	-4
CCOC(=O)c1c(-c2cccc([N+](=O)[O-])c2)csc1NC(=O)CCCOc1ccccc1OC
    -3	-8	-2	/	0	/	-0.5	9	-2
O=c1c(Cc2ccc(Cl)cc2)c(O)ccn1Cc1ccncc1
    4	-3	-12	-2	1	-18	1.5	-16	-6
Cc1cccc(NC(=O)C2CC(=O)OC23CCCC3)c1 (stereo not given)
    6	-6	-22	-1	1	-13	0.6	-15	-2
Cc1cccc(C(=O)NC(=S)NCc2cccnc2)c1
    3	-2	-4	2	0	-10	0.3	-4	-4
CCCCC[C@@H]1C=C(C(=O)O)[C@H](c2ccc(Cl)cc2)N1S(=O)(=O)c1ccc(C)cc1
    -1	5	-4	-5	1	-14	0.1	-5	-6
N#Cc1cccc(NC(=O)CCc2ccc(S(=O)(=O)N3CCOCC3)cc2)c1
    -6	3	14	-8	2	-13	0.1	1	-3
CC(=O)Nc1ccc(OCC(=O)N2CCC(Cc3ccccc3)CC2)cc1
    1	8	-2	-2	1	-6	2.1	-1	-5
O=C(O)c1cc(NC(=O)c2ccc(Br)cc2)cc(NC(=O)c2ccc(Br)cc2)c1
    3	-2	-5	-4	0	-8	0.5	-3	-2
CCN1C(=O)N(S(=O)(=O)C(F)(F)F)[C@@H](c2ccccc2)C(C(=O)OC)=C1C
    -4	13	4	-4	-1	-27	-0.9	11	-9
COc1ccc(C(=O)NCC[N+](C)(C)C)cc1
    /	-13	/	/	2	/	1.0	-26	/
CCCCN(C(=O)NC(=O)Nc1ccccc1C)S(C)(=O)=O
    11	-2	-10	-19	3	-17	0.7	-19	2
O=C(CSc1n[nH]c(-c2ccc(Br)cc2)n1)NC1CCCC1
    -18	3	25	-6	19	-8	6.8	-10	0
O=C(CSc1nc2ccccc2s1)N/N=C/c1cc([N+](=O)[O-])ccc1O
    5	-3	-14	-1	3	-15	3.5	-9	-1
O=C(O)COc1ccc(/C=C/c2nc3ccc([N+](=O)[O-])cc3s2)cc1
    2	-2	-5	0	1	-11	0.2	6	-2
COC(=O)C1C(c2ccc(Br)cc2)Nc2nnc(C(F)(F)F)n2C1(C)O (stereo not given)
    8	-9	-4	1	1	-11	-0.6	-6	-2
CCOC(=O)N1CCC(NC(=O)c2cc3c(-c4cccc(OC)c4)nn(C)c3s2)CC1
    5	-5	-3	-3	0	-12	-0.1	-5	-4
C=CCn1c(=O)n2ncnc2c2c3c(sc21)CCCC3
    2	-12	6	-1	-3	-8	-0.9	-10	-8
COCCn1c(SCC(=O)N(C(C)C)C(C)C)nnc1-c1cc2ccccc2cc1O
    0	8	3	-4	1	-4	1.0	-2	-5
O=C(Nc1cccc(NS(=O)(=O)c2ccc(S(=O)(=O)NC3CC3)cc2)c1)c1ccccn1
    -2	3	7	-17	2	0	1.1	0	-3
COc1ccc(S(=O)(=O)N(CC(=O)NC2CC2)c2ccc(C)cc2)cc1OC
    2	8	2	-5	0	-20	0.1	10	-3
CN1CCN(C(=S)Nc2ccccc2Cl)CC1
    1	2	-4	-1	-1	-7	0.1	-13	-3
COc1ccc([N+](=O)[O-])cc1N(CC(O)CN(CC(C)C)CC(C)C)S(=O)(=O)c1ccc(C)cc1 (stereo not given)
    -6	-3	1	-5	-2	-1	-0.8	-11	-7
CCCCn1c(N)c(N(CCOC)C(=O)CSCc2ccccc2C)c(=O)[nH]c1=O
    0	-1	5	-1	1	-6	0.1	7	-4
COc1ccc(C(=O)NNC(=O)CSc2nnc(-c3ccc(O)cc3)n2C)cc1
    3	2	-6	-6	0	5	0.1	-10	0
Cc1cccc(Cn2cc(SCC(=O)Nc3nccs3)c3ccccc32)c1
    2	-17	-12	-9	0	-17	0.6	-1	-4
O=C(NCCc1ccc2c(c1)OCCO2)c1ccc([N+](=O)[O-])cc1Cl
    9	4	-10	-8	3	-13	2.7	-6	-3
CCN(CC)c1cc(C)c2cc(NC(=O)CNC(C)=O)ccc2n1
    7	-4	-8	6	0	-6	-0.1	0	-6
CC1CSc2nnc(CCc3ccccc3)n21 (stereo not given)
    3	-3	-5	-10	1	1	-0.1	7	-2
O=C(Nc1ccc2ccccc2n1)c1ccccc1Cl
    5	-5	-11	-13	2	-11	1.1	-10	1
Cc1ccc(S(=O)(=O)N2CCC(=O)N(CCOCc3cccc(Cl)c3)CC2)cc1
    -4	-5	0	-7	6	-19	4.4	-9	-4
COCC(=O)N(Cc1cc2ccc(C)cc2[nH]c1=O)c1ccc(OC)cc1
    2	19	-2	-10	1	-11	0.6	-1	0
O=C(CN(C(=O)c1csnn1)c1cccc2c1CCCC2)NC1CCCC1
    9	15	-2	-1	0	-4	0.6	2	-6
CCCCSc1nc2[nH]ncc2c(=O)[nH]1
    2	-2	2	3	1	1	-0.1	5	-9
CCC(=O)Nc1cccc(C2=NOC3(C2)C[C@H](C(N)=O)N(C(=O)CC#N)C3)c1 (stereo not given in full)
    0	-2	8	-3	1	-1	0.3	-8	-3
O=C(NC1CCOc2ccccc21)c1ccc(=O)[nH]c1 (stereo not given)
    9	-1	-3	3	1	-4	0.5	2	1
Cc1ccc(OC(=O)Cn2c(C(F)(F)F)nc3ccccc32)cc1
    9	-4	-24	-10	2	6	1.6	1	-4
Cc1ccc(Cn2c(C3CCCN3c3nc(-c4ccc(F)cc4)cs3)nc3cc(Cl)c(Cl)cc32)cc1 (stereo not given)
    6	-6	-8	-6	4	-17	1.0	-20	-1
CSc1ccccc1NC(=O)C1CCCO1 (stereo not given)
    0	20	7	-1	-1	-5	0.2	-14	-3
COc1ccc(-c2csc(C(O)c3ccc(F)c(OC)c3)n2)cc1 (stereo not given)
    4	-6	-4	/	12	/	4.5	-4	2
CCOc1ccccc1NC(=O)c1sc2nc(C)nc(N3CCOCC3)c2c1C
    9	-10	-11	2	3	5	1.0	-1	-4
CCCn1c(=N)c(S(=O)(=O)c2ccc(F)cc2)cc2c(=O)n3cccc(C)c3nc21
    -3	-8	-6	-7	2	-16	-0.2	-2	-6
Cc1ccccc1N(CC(=O)NC1CCCC1)C(=O)c1oc(C(C)(C)C)cc1C
    9	1	-16	-8	1	-21	1.2	-20	0
O=C(COc1ccccc1)N1CCc2ccccc2C1
    1	1	-3	-6	1	-1	0.2	1	-4
N#Cc1cnn(-c2ccc([N+](=O)[O-])cc2[N+](=O)[O-])c1N
    5	8	-6	/	1	/	0.3	-10	-3
CCN1C(=O)N(CN2CCOCC2)C2C1N(CN1CCOCC1)C(=O)N2CC (stereo not given)
    4	1	-18	-3	0	-7	0.1	2	0
